Assay outcomes (PubChem BioAssay)
HttQ103 aggreg: inhibitors of mutant huntingtin aggregate formation in PC12 cells | PC12 HttQ103-GFP aggregates, Acumen cytometry, 40 h | Potency, µM (doses to about 46.1 µM), for inactives: at the top dose activity change, negative = inhibition, hits mostly inhibitors | actives 1.1% (n = 220,000) | AID 1688; note: potency is the fitted concentration of half-maximal effect; % is set by controls: 0 for no effect and ±100 for the full control effect; nearly all actives have a fitted effect of over 60% in size
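PC12 cells with ecdysone-inducible HTT exon1 Q103-GFP, induced by 100 nM tebufenozide, given compounds in a concentration series. GFP aggregates (1–25 um, 6 SD above background) counted in lysates by laser-scanning cytometry, 488 nm excitation.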
NPSR antagonist: neuropeptide S receptor (human) antagonism, cAMP. Q6W5P4. CHO-NPSR cells, cAMP TR-FRET, antagonist mode. Potency, µM (highest dose often 38.3 µM), for the others: at the top dose activity change, negative = inhibition, actives largely listed as inhibitors. actives 1% (n = 220,000). AID 1461; note: potency is the fitted concentration of half-maximal effect; % is set by controls: 0 for no effect and ±100 for the full control effect; nearly all actives have a fitted effect of over 50% in size; many of its hits are not listed in these tables
Target sequence (Q6W5P4 whole entry, looked up): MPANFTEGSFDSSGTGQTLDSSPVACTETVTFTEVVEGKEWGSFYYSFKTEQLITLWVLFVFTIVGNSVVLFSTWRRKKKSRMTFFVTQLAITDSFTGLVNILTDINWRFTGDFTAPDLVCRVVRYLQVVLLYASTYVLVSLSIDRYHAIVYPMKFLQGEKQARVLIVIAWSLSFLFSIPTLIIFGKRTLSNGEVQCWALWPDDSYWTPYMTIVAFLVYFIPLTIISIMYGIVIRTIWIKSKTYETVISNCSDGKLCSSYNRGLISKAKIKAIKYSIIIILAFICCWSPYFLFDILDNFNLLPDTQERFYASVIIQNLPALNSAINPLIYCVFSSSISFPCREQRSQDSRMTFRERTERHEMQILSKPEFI
CBFb-RUNX1 inh: blocks binding between human CBF-beta and RUNX1 | AlphaScreen CBFb-His/RUNX1-biotin binding, biochemical | Potency, µM (titrated, usually from 59.8 µM), without a hit: at the highest dose activity, negative = inhibition, most hits filed as inhibitors | 230,000 tested, under 10 active | AID 1477; note: % of control where 0% means no effect
Target sequence (Q01196 whole entry, looked up): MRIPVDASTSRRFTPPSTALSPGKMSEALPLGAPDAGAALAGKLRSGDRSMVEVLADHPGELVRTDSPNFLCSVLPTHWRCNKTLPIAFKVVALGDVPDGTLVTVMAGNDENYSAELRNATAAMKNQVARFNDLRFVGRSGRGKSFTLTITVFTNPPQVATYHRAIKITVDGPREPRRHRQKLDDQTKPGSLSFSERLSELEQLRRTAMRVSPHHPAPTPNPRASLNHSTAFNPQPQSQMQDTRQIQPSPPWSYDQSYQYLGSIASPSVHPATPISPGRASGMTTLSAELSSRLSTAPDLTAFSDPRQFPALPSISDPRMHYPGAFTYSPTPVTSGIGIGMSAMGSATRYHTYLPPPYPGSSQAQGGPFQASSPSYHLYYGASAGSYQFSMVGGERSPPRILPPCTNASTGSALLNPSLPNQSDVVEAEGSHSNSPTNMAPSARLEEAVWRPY
Target sequence (Q13951 whole entry, looked up): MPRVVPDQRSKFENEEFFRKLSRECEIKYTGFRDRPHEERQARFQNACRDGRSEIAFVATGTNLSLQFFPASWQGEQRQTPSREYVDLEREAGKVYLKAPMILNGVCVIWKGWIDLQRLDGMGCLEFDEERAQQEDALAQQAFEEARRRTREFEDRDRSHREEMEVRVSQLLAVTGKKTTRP
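Inhibition was taken as any reduction in AlphaScreen signal from the CBF-beta–RUNX1 pair (His and biotin tags, 30 nM each), measured after compound (15 min) and bead (90 min) incubations at room temperature.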
LMNA splice mod: LMNA splicing modulation; HeLa LMNA splicing GFP/RFP minigene ratio, 48 h; actives 0.01% (n = 200,000); Potency, µM (doses to about 46.1 µM), without a hit: at the top dose ratio change, negative = inhibition, usual class: inhibitors; active = well fitted inhibition curve with a large enough effect in the signal ratio, with a control signal flat, not every such curve was filed as active; inconclusive = small, poorly fitted or top-dose-only effect, or effect the other way, or a change in a side signal; the % refers to the signal ratio; note: potency is the fitted concentration of half-maximal effect; % is set by controls: 0 for no effect and ±100 for the full control effect
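Read-out is the ratio of GFP to DsRed2 object intensity, acquired by 488 nm laser-scanning cytometry on HeLa lamin A-EGFP minigene reporter cells. Compound incubation 48 hrs at 37 °C in Opti-MEM with 2% FBS; DMSO 0.5% final.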
Epigenetic derep: epigenetic control regulation, reporter derepression; Potency, µM (doses to about 53.9 µM), for inactives: at the top dose GFP activation, hits mostly activators; AID 1865; murine LDR cells, GFP reporter derepression, 30 h; actives 0.2% (n = 280,000); note: potency is the fitted concentration of half-maximal effect; % of control where 0% means no effect; nearly all actives have a fitted effect of over 60% in size
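Murine LDR cells carrying a silenced, genomically integrated CMV-driven GFP reporter were exposed to compound for 30 hours at 37 C. After PBS washes, GFP-positive cells (20–120 um objects) were counted by laser-scanning microplate cytometry.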
KinaseGlo FLuc: counter-screen: inhibitors of Kinase-Glo firefly luciferase; Q27757; Kinase-Glo luciferase, ATP luminescence, 8 min; Potency, µM (highest dose often 38.3 µM), for the others: at the highest dose activity change, negative = inhibition, most hits filed as inhibitors; actives 0.28% (n = 200,000); note: potency is the fitted concentration of half-maximal effect; % is set by controls: 0 for no effect and ±100 for the full control effect; nearly all actives have a fitted effect of over 60% in size
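Inhibition of Kinase-Glo luciferase light generation was assessed at 10 uM ATP in pH 7.2 imidazole buffer, with luminescence measured after eight minutes at ambient temperature.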
IMPase Li cell: IMPase inhibition in cells with lithium potentiation. CHO-M1 cells, IP1 TR-FRET (IP-One), carbachol + lithium. Potency, µM (titrated, usually from 59.4 µM), inactives show at the highest dose activity, negative = IMPase inhibition, most hits filed as inhibitors. actives 0.35% (n = 210,000);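 note: IP1 builds up when IMPase is blocked and the TR-FRET signal falls; potency is the fitted concentration of half-maximal effect; plate controls were basal vehicle for no effect and high inhibitor control for full effect; nearly all actives have a fitted effect of over 50% in size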
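Readout is a homogeneous TR-FRET IP1 immunoassay (Ex 320, Em 665 and 620), where raised cytosolic IP1 lowers signal. Cells were CHO-M1 treated 30 min at 37C with test compounds plus a little lithium; AC50 values came from Hill-equation fitting.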
Active calls of the source: *; ? = inconclusive; . = not tested or not shown; [ ] = another dose, or the depositor's remark. Unless noted, calls come from the whole dose curve; as a rule, active = well fitted curve in the direction sought with a large enough effect; inconclusive = small, poorly fitted or top-dose-only effect, or another doubt; inactive = no such curve, though single readings can be large; an effect the other way counts as inactive or inconclusive. Some of the compounds tested, so the mix of outcomes need not match the whole.

SMILES | HttQ103 aggreg | NPSR antagonist | CBFb-RUNX1 inh | LMNA splice mod | Epigenetic derep | KinaseGlo FLuc | IMPase Li cell
COc1ccc(Cl)cc1-c1nc(SCC(N)=O)n[nH]1 | 25%[9.22 µM] | 3%[7.67 µM] | 5% | . | 1.1% | . | .
CCn1ncc(Br)c1C(=O)N(C)C12CC3CC(CC(C3)C1)C2 | -30% | -16%[46.1 µM] | 6% | ? | -1.1% | -2% | -2%[38.3 µM]
CC(C)C[C@@H](CC(=O)N[C@H](CC(=O)N[C@@H]1CCCC[C@H]1C(=O)N[C@H](CC(=O)N[C@@H](CCC(=O)O)CC(=O)O)Cc1c[nH]c2ccccc12)C(C)C)NC(=O)[C@@H]1CCCC[C@H]1N | . | . | 20% | . | -1.1% | 2% | 5%
CC[N+]1=C(C)C(C)(C)c2cc(C)ccc21 | 2.5µM* | 34% | ? | ? | ? | -4% | 14%
CN(C)S(=O)(=O)c1cccc(C(=O)OCC(=O)NC2CCCc3ccccc32)c1 (configuration not stated) | -9% | 8% | 1% | -6% | -1.1% | 7% | 5%
CN(C(=O)Cc1c(C(=O)O)n(C)c2ccccc12)c1ccc(F)cc1 | 12% | 12% | 12% | . | 0.0% | . | 3%
CC1=C(C(=O)OCC(Br)(Br)Br)C(c2ccc(Br)cc2)NC(=O)N1CCCC(=O)O (configuration not stated) | 9% | ? | 7%[2.36 µM] | 9% | -2.0% | 3% | 2%
N#Cc1ccccc1OCC(=O)NCC1(N2CCCCC2)CCCCC1 | 4% | -9% | -9% | . | -4.7% | -5% | 8%
O=C(Nc1nnc(CCN2CCOCC2)s1)c1ccccc1 | 5% | -1%[46.1 µM] | -3% | 3% | 0.1% | -6% | -9%[38.3 µM]
COC(=O)C(C)Sc1nc2c(c(=O)[nH]c(=O)n2C)n1CCCc1ccccc1 (configuration not stated) | -23% | -10%[46.1 µM] | 6% | 6% | -0.8% | -2% | 1%[38.3 µM]
COc1ccccc1N1CCN(C(=O)CSc2nnc(-c3ccoc3C)o2)CC1 | 3% | 2%[7.67 µM] | 0% | -1% | ? | 0% | 1%[38.3 µM]
Cc1cc2nnc(SCC(=O)Nc3cc(S(=O)(=O)N4CCOCC4)ccc3Cl)n2c2ccccc12 | ? | 10% | 2% | ? | 1.0% | -3% | 8%
Cc1ccc(N2C(=O)CC(Sc3nc(-c4ccccc4)c4cc(Cl)ccc4n3)C2=O)c(C)c1 (configuration not stated) | 7% | 9% | 0% | -4% | -1.0% | 5% | 6%
NC(=O)C1CCCN(S(=O)(=O)c2ccc(Br)cc2)C1 (configuration not stated) | 8% | -13%[46.1 µM] | 4% | 11% | -1.7% | 2% | -11%[38.3 µM]
Cc1cc(C(=O)COc2ccc(C#N)cc2)c(C)n1-c1ccc2c(c1)OCO2 | -3% | -24% | -8% | ? | 7.7% | -6% | 13%
COc1ccc(NC(=O)CN2C(=O)C(C)SC(C)C2=O)c(OC)c1 (configuration not stated) | 0% | 16% | -8% | 1% | 0.0% | 1% | -6%
CCN(CC(=O)NC1CCS(=O)(=O)C1)S(=O)(=O)c1ccc(C)c(C)c1 (configuration not stated) | 17% | 15% | -3% | -7% | 0.0% | -2% | 1%
CCC1(c2ccc(F)cc2)NC(=O)N(CC(=O)c2ccc[nH]2)C1=O (configuration not stated) | -3% | -7%[46.1 µM] | -3% | 6% | -0.8% | 0% | 22%[38.3 µM]
O=C(CN1CCCCC1)N1CCCc2ccccc21 | 24% | 24%[46.1 µM] | 0% | 9% | -1.7% | -1% | 34%[38.3 µM]
Cc1ccc2oc(=O)c(/C=C(\O)CC(C)C)nc2c1 | 19% | 20% | -6% | -18% | -1.8% | -2% | -2%
COc1ccccc1NC(=O)N1CCCC1C(=O)Nc1ccc2c(c1)OCCO2 (configuration not stated) | 21%[9.22 µM] | 0% | 3% | ? | -1.5% | 3% | 1%
COCc1nnc(NS(=O)(=O)c2c(C)cc(C)cc2C)s1 | -1% | -13%[46.1 µM] | 5% | 0% | -0.7% | -2% | 19%[38.3 µM]
CCOC(=O)N1CCN(C(=O)CN(C)S(=O)(=O)c2ccc(OC)c(OC)c2)CC1 | -8% | 7%[46.1 µM] | 5% | 7% | 0.0% | -1% | 2%[38.3 µM]
COc1cc2c(cc1OC)C1C(=O)c3c(O)cc4c(c3OC1CO2)C=CC(C)(C)O4 (configuration not stated) | . | . | -24% | . | 1.1% | -5% | 15%
CCc1ccccc1N(CC(=O)N/N=C/c1ccc(OC(=O)OC)c(OC)c1)S(C)(=O)=O | -1% | -18%[46.1 µM] | 2% | -4% | 1.9% | -4% | 17%[38.3 µM]
COC(=O)C1=C(C)N(CCc2ccccc2)C(=O)/C1=C\c1ccco1 | ? | -52% | 7% | ? | ? | -2% | 18%
Cn1cccc1/C=C1\CCC/C(=C\c2cccn2C)C1=O | -2% | -14%[46.1 µM] | ? | ? | 13µM* | -2% | 36%[38.3 µM]
COC(=O)CCC/C=C1/SCC(NC(=O)c2ccccc2)C1O (configuration not stated) | 11% | -5%[46.1 µM] | -1% | ? | 0.0% | 1% | 5%[38.3 µM]
COn1c(=O)c(=O)n(OC)c2ccccc21 | -9% | -10%[46.1 µM] | 5% | -2% | 2.1% | 1% | -7%[38.3 µM]
CC(C)NCCCCOc1cccc(Br)c1 | 9% | 18% | 12% | -10% | 0.0% | 0% | 6%
Cc1ccc(Cl)cc1N1CCN(CC(=O)Nc2ccc(CN3CCCCC3)cc2)CC1 | 11% | 5% | -5% | -14% | 0.0% | 2% | 23%
CCCCCn1ccc(=O)c2c(C(F)(F)F)nccc21 | 11µM* | 3%[46.1 µM] | 2% | ? | -1.0% | 2% | 9%
COc1ccc(Nc2ccc(C(N)=O)cc2[N+](=O)[O-])cc1 | -14% | -22% | 1% | . | 1.3% | 1% | 0%
COCCOC(=O)c1c(C)n(C)c2ccc(OC(=O)C3CC3)cc12 | 0% | 2%[46.1 µM] | 1% | 3% | -7.6% | 8% | 32%[activator][38.3 µM]
C=CCn1c(=O)c2ccccc2n2c(SCC(=O)N3CCCc4ccccc43)nnc12 | 7% | -17%[46.1 µM] | 2% | 3% | 1.6% | 3% | 4%[38.3 µM]
O=C(NC1CCCCC1)C(c1ccco1)N(Cc1cccs1)C(=O)Cn1nnc2ccccc21 (configuration not stated) | ? | -16%[46.1 µM] | 13% | 19% | 2.3% | 1% | 1%[38.3 µM]

Ordered by SMILES length (low to high): some entries from above.
SMILES | HttQ103 aggreg | NPSR antagonist | CBFb-RUNX1 inh | LMNA splice mod | Epigenetic derep | KinaseGlo FLuc | IMPase Li cell
COn1c(=O)c(=O)n(OC)c2ccccc21 | -9% | -10%[46.1 µM] | 5% | -2% | 2.1% | 1% | -7%[38.3 µM]
CCCCCn1ccc(=O)c2c(C(F)(F)F)nccc21 | 11µM* | 3%[46.1 µM] | 2% | ? | -1.0% | 2% | 9%
COCCOC(=O)c1c(C)n(C)c2ccc(OC(=O)C3CC3)cc12 | 0% | 2%[46.1 µM] | 1% | 3% | -7.6% | 8% | 32%[activator][38.3 µM]

The results go on.
SMILES | HttQ103 aggreg | NPSR antagonist | CBFb-RUNX1 inh | LMNA splice mod | Epigenetic derep | KinaseGlo FLuc | IMPase Li cell
Nc1ccc(CNc2ncn[nH]2)cc1 | ? | 19% | 11% | . | -0.6% | . | .
CC(C1CCN(Cc2cn(C)nc2-c2cccc(Cl)c2)CC1)N1CCOCC1 (configuration not stated) | -12%[9.22 µM] | -1% | 2% | -4%[46 µM] | 1.9% | 0% | 16%
COc1cc(/C=C(/C#N)C(=O)Nc2ccc(Cl)cc2)ccc1Oc1nc(Cl)ncc1F | -5%[9.22 µM] | -25% | -4% | . | 0.0% | . | .
Cc1ccc(S(=O)(=O)/N=S(\C)CC2CC2(Cl)Cl)cc1 (configuration not stated) | 6% | 9%[46.1 µM] | -2% | 3% | 1.6% | -4% | 14%[38.3 µM]
CS(=O)(=O)c1ccc2nc(NC(=O)C3C4C=CC(C4)C3C(=O)O)sc2c1 (configuration not stated) | -7% | 1%[46.1 µM] | 9% | -1% | 0.0% | -5% | 12%
CCCCOc1ccc(/C=C/C2=CC(C)(C)NC(=S)N2)cc1OCC | -28% | -8% | -16% | . | ? | 1% | 4%
CC(C)(C)c1cccc(Oc2nn[nH]n2)c1 | -2% | -12%[46.1 µM] | 1% | -1% | 0.0% | -1% | 5%[38.3 µM]
CC(=O)Nc1ccc(OCC(O)Cn2nc(C)c(C(C)=O)c2C)cc1 (configuration not stated) | -9% | 11%[46.1 µM] | 19% | -10% | -4.8% | 1% | 16%[38.3 µM]
COc1cc(NS(=O)(=O)c2ccc(N/C=C(\C=O)c3nc4ccccc4o3)cc2)nc(OC)n1 | 10% | -13%[46.1 µM] | -27% | -8% | -0.9% | . | .
CCO/N=C(\C)c1c(O)c2ccccc2n(C)c1=O | 21% | 11% | 5% | -4% | -1.3% | 0% | -4%
Cc1ccc2[nH]cc(C(=O)CN3CCN(c4ccccn4)CC3)c2c1 | -17% | 5%[46.1 µM] | -3% | -6% | 0.7% | -4% | 0%[38.3 µM]
Cc1onc(-c2c(Cl)cccc2Cl)c1C(=O)O/N=C(\C#N)c1ccccc1 | -4%[9.22 µM] | -9% | 5% | . | 1.6% | . | .
COc1cc2c(cc1OC)[C@@H]1CC(=O)[C@@H](CC(C)C)CN1CC2 | . | . | 8% | . | 1.0% | -3% | 5%
O=C(c1ccco1)N1CCN(c2ccccc2F)CC1 | 12% | 7%[46.1 µM] | -3% | -10% | -4.5% | -9% | 26%[38.3 µM]
CC(C)COC(=O)Nc1nnc(Cc2ccccc2)s1 | -2%[9.22 µM] | 9% | -3% | . | -1.1% | 1% | 6%
Cc1cc(C(=O)N/N=C/c2ccc(N3CCOCC3)cc2)c(C)o1 | 8% | -3% | -9% | . | 1.3% | 11µM* | 5%
Fc1ccc(C2=CC(c3cccs3)n3nnnc3N2)cc1 (configuration not stated) | -19%[9.22 µM] | 7% | 2% | . | -0.4% | . | .

Looked up one by one from the entries so far, three records:
SMILES | HttQ103 aggreg | NPSR antagonist | CBFb-RUNX1 inh | LMNA splice mod | Epigenetic derep | KinaseGlo FLuc | IMPase Li cell
Cc1cc(C(=O)N/N=C/c2ccc(N3CCOCC3)cc2)c(C)o1 | 8% | -3% | -9% | . | 1.3% | 11µM* | 5%
COc1cc2c(cc1OC)[C@@H]1CC(=O)[C@@H](CC(C)C)CN1CC2 | . | . | 8% | . | 1.0% | -3% | 5%
CC(C)COC(=O)Nc1nnc(Cc2ccccc2)s1 | -2%[9.22 µM] | 9% | -3% | . | -1.1% | 1% | 6%
